L3MBTL1 inh – qHTS Assay for the Inhibitors of L3MBTL1; Lethal(3)malignant brain tumor-like protein 1 (Homo sapiens), Q9Y468; AlphaScreen L3MBTL1–H3K9me1 peptide binding; Potency, µM (top dose mostly 57.1 µM), without a hit: at the top dose activity, negative = inhibition, usual class: inhibitors; 230,000 compounds, 0.66% hits; active means well fitted inhibition curve with a large enough effect; further: nearly all actives have a fitted effect of over 60% in size
Target sequence (Q9Y468 whole entry, looked up): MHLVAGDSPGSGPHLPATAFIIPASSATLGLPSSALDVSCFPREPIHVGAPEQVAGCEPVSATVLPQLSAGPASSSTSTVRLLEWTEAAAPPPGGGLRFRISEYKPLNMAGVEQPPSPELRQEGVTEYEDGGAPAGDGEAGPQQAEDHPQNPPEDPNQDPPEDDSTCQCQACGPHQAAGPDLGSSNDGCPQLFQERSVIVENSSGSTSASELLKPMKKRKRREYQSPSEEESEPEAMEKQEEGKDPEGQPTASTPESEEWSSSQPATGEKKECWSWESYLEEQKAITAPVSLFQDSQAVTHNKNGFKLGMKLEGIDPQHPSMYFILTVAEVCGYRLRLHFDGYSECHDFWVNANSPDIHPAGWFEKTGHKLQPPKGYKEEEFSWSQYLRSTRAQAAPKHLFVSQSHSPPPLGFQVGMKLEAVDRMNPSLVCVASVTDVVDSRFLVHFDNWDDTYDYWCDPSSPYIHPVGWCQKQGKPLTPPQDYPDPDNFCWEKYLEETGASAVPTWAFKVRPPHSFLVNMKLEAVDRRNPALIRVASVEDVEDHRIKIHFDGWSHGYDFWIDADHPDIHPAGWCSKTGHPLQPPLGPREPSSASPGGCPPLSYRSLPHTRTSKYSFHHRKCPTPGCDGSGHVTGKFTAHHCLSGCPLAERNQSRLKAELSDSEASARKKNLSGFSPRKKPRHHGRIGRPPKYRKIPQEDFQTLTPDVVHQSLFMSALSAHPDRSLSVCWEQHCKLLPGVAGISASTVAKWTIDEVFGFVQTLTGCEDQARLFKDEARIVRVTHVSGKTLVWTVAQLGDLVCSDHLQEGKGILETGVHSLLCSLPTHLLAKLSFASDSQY
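L3MBTL1 (50 nM) pre-complexed 30 min with biotinylated H3(1-15)K9me1 peptide (75 nM), then compounds added for 30 min at room temperature; AlphaScreen streptavidin donor/nickel chelate acceptor beads (10 ug/mL final) read after 30 min dark incubation.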
Starred values were filed as active, the others as inactive; [ ] = remark or other dose. On the % scale 0 is the no-effect control and ±100 the full control effect; potency means the concentration at half of the fitted maximal effect. This is a subset; the hit share may differ from the screen's.

Structure | L3MBTL1 inh
CSCCC(NS(=O)(=O)c1ccccc1)C(=O)OCc1cc(=O)oc2cc(O)ccc12 (stereo not drawn) | -0.4%
Cc1cccc(C(C)C)c1NC(=O)COC(=O)CNS(=O)(=O)c1ccccc1 | -3.8%
Cc1cc(-n2c(C)cc(C(=O)CSc3[nH]c(=O)cc(C(F)(F)F)c3C#N)c2C)no1 | -3.6%
Cc1cc(C)c(CN2CCN(C(=O)Cn3ccc(N)nc3=O)CC2)c(C)c1 | 8.5%
CC(=O)c1cnc2nc(SCc3ccc(Cl)cc3)nn2c1C | 1.1%
CCOc1cc(C2C3=C(CC(C)(C)CC3=O)N(C)C3=C2C(=O)CC(C)(C)C3)ccc1O | -5.4%[2.29 µM]
COc1ccc2c(C(=O)c3ccc(C)cc3)n(Cc3ccc(C(N)=O)cc3)[n+]([O-])c2c1 | -7.9%
CC(=O)c1c(C)[nH]c(C(=O)CN2C(=O)NC(C)(C)C2=O)c1C | 1.2%
CCCc1ccc(S(=O)(=O)N2CCN(C(C)C(=O)NCc3ccc(OC)cc3)CC2)cc1 (stereo not drawn) | -9.2%
CS(=O)(=O)N1CCc2cc(C(=O)Nc3ccc(O)cc3)ccc21 | -3.1%
O=C(NC1CC1)c1cc(Cl)nc2ccccc12 | -3.8%
Cc1ccc(N2CC(C(=O)OCC(=O)Nc3ccc(F)cc3F)CC2=O)cc1 (stereo not drawn) | 2.0%
CC[C@]12CCCN3CCc4c(n(c5ccccc45)C(=O)C1)[C@@H]32 | -1.6%
Cc1ccc(C)c(S(=O)(=O)Nc2cc3c4c(c2)CCC(=O)N4CCC3)c1 | -1.2%
COc1cccc(OC)c1OCCCNC1CCCC1 | 10.8%
CC(=O)c1ccccc1NC(=O)CSc1nc2ccccc2c(=O)n1CCCN1CCOCC1 | -7.4%
Cc1ccc(NC(=O)CNC(=O)c2ccc(C(C)(C)C)cc2)cc1S(=O)(=O)N1CCOCC1 | 1.5%
O=C(CN1C(=O)NC2(CCCCC2)C1=O)Nc1ccc(Cl)cc1 | -3.2%
CN1CC(=O)N(CC(=O)Nc2ccc(N3CCOCC3)cc2)C1=O | 1.9%
CC(OC(=O)CCN=C1NS(=O)(=O)c2ccccc21)C(=O)c1ccccc1 (stereo not drawn) | 2.5%
Cc1ccc(C)c(NC(=O)COC(=O)c2ccc3ccccc3n2)c1 | 1.6%
NC(=O)CC(NC(=O)Cc1cccc2ccccc12)c1ccc(NCCN2CCCC2)c([N+](=O)[O-])c1 (stereo not drawn) | -2.3%
COc1ccc(/C=C2\Oc3cc(OCC(=O)N4CCC(C(=O)O)CC4)ccc3C2=O)c(OC)c1 | 5.7%
O=C(COc1ccccc1[N+](=O)[O-])NCC1COc2ccccc2O1 (stereo not drawn) | -0.1%
O=C(C[C@@H]1C/C=C\CC[C@H](Cc2ccc(F)cc2)C(=O)OC[C@@H]2CCCN2C1=O)N[C@H](CO)Cc1ccccc1 | -0.5%
COc1ccc(NC(C)=O)cc1S(=O)(=O)NCCc1ccccn1 | 4.3%
C=CCC(C#N)(c1ccc(OC)c(OC)c1)c1cnccn1 (stereo not drawn) | 1.0%
Cc1ccc(S(=O)(=O)Nc2cccc(C(=O)N3CCCC3)c2)cc1F | 9.3%
O=C(COC(=O)c1ccco1)Nc1cccc(S(=O)(=O)N2CCCCC2)c1 | -5.8%
O=C(NCc1cccnc1)C1CC(c2ccccc2Cl)=NO1 (stereo not drawn) | 8.1%

3 entries already listed, ordered by molecular weight, low to high:
Structure | L3MBTL1 inh
O=C(NCc1cccnc1)C1CC(c2ccccc2Cl)=NO1 (stereo not drawn) | 8.1%
COc1ccc(/C=C2\Oc3cc(OCC(=O)N4CCC(C(=O)O)CC4)ccc3C2=O)c(OC)c1 | 5.7%
O=C(C[C@@H]1C/C=C\CC[C@H](Cc2ccc(F)cc2)C(=O)OC[C@@H]2CCCN2C1=O)N[C@H](CO)Cc1ccccc1 | -0.5%

The list continues.
Structure | L3MBTL1 inh
O=C(/C=C/c1ccc(S(=O)(=O)N2CCOCC2)cc1)NCc1ccccc1F | -5.1%
CCc1nn(CC(=O)N2CCN(CC)CC2)c(=O)c2cc3sccc3n12 | 6.3%
CCCCn1c(N)c(N(CC(C)C)C(=O)CCCc2nc3ccccc3c(=O)[nH]2)c(=O)[nH]c1=O | 10.3%
Cc1ccc(C(=O)CN(CCC(=O)O)S(=O)(=O)c2ccc([N+](=O)[O-])cc2)cc1 | 7.7%
COc1ccccc1C(=O)NCC(=O)OCC(=O)NNC(=O)c1ccc(Br)cc1 | 5.4%
COc1ccc(NC2CCCN(Cc3cccc4cnccc34)C2)cc1OC (stereo not drawn) | -4.3%
COc1ccc(CCNS(=O)(=O)CC23CCC(CC2=O)C3(C)C)cc1OC (stereo not drawn) | -2.8%
CC1(c2ccc(OC(F)F)cc2)NC(=O)N(CC(=O)c2ccc3c(c2)OCO3)C1=O (stereo not drawn) | 0.2%
COc1cc2nc(CN3CCN(S(=O)(=O)c4c(F)cccc4F)CC3)[nH]c(=O)c2cc1OC | 0.8%
CCN(CC(=O)Nc1ccccc1C(F)(F)F)C(=O)C1CSC2(C)CCC(=O)N12 (stereo not drawn) | 2.8%
COc1cc(CCC(=O)N2CCN(S(=O)(=O)c3ccc(C)cc3)CC2)cc(OC)c1OC | 6.6%
COc1ccccc1NS(=O)(=O)c1cccc(C(=O)NCC(c2ccco2)N2CCCCC2)c1 (stereo not drawn) | -6.9%
CC(C)CCN1CCN(CCCc2ccccc2)CC1CCO (stereo not drawn) | 0.6%
C[C@H]1COC(=O)[C@H](CC(=O)OC(C)(C)C)C/C=C\C[C@@H](CC(=O)N[C@H](CO)Cc2ccccc2)C(=O)N1 | -1.4%
CC[C@@]1(C(=O)OC)N[C@H](CN(C)C(=O)Nc2ccccc2)[C@@H]2C(=O)N(Cc3ccccc3)C(=O)[C@@H]21 | 2.6%
O=C(CN1CCN(S(=O)(=O)c2cccc(Br)c2)CC1)N1CCCCC1 | -3.9%
Cc1ccc(S(=O)(=O)N2CCN(c3ccccc3)CC2)c(C)c1 | 47.7%[activator]
O=C(NCCCN1CCOCC1)c1c(-c2ccccc2)sc2ccccc12 | 0.6%
Cc1cc(F)ccc1NS(=O)(=O)c1cccc2nsnc12 | -1.3%
Cc1cc(Br)ccc1NC(=O)CNC(=O)CSc1nccn1C | 3.6%
C[C@H]1CN([C@@H](C)CO)C(=O)Cc2cc(NS(C)(=O)=O)ccc2O[C@@H]1CN(C)Cc1ccc(Cl)c(Cl)c1 | -7.3%
Cc1cc(OCC(=O)N[C@@H](Cc2c[nH]c3ccccc23)C(=O)O)c2c(C)c(C)c(=O)oc2c1 | -9.3%
COc1cc2cc(NC(C)=O)cc(NCc3ccccc3)c2cc1OC | -16.2%
CC1(C)NC(=O)N(CC(=O)OCC(=O)c2ccc(F)cc2)C1=O | 2.9%
Cc1cc(NC(=O)C(C)SCC(=O)OC(C)C(=O)Nc2ccc(F)cc2Cl)no1 (stereo not drawn) | 6.8%
COC(=O)c1ccc(NC(=O)C[n+]2ccccc2C)cc1 | 3.7%
O=C(C[n+]1ccccc1)N/N=C/c1ccc(C(=O)O)cc1 | -16.4%
CC(NC(=O)CN(C)CC(=O)Nc1ccccc1Br)c1ccccc1 (stereo not drawn) | 2.0%
Cc1nccn1CC(=O)c1ccc(O)c(O)c1 | -5.2%
Cc1ccc(C(=O)NC2CC(C)(C)NC(C)(C)C2)cc1S(=O)(=O)N1CCCCC1 | 18.1%
COc1cc(C#Cc2c(-c3cncn3C)n(C)c3ccc(Br)cc23)cc(OC)c1 | -27.4%
Fc1cccc(-c2c(-c3ccccc3)ncc3cc(F)ccc23)c1 | -1.8%
COc1ccc(/C=C/C(=O)OCC(=O)N(C)CC(=O)Nc2ccc(C)cc2)c(OC)c1 | 0.6%
C/C(=C\c1ccccc1)C1Nc2cccc3cccc(c23)N1 | -1.9%
COc1cc(NC(=O)C2C3CCC(O3)C2C(=O)O)cc(OC)c1 (stereo not drawn) | -0.8%
COC(=O)c1ccsc1NC(=O)CN1CCN(c2ncccn2)CC1 | 2.3%
COC(c1ccc(Cl)cc1)(c1ccc(Cl)cc1)C(Oc1nccc(C)n1)C(=O)O (stereo not drawn) | 5.8%
CCOC(=O)c1ccc(S(=O)(=O)n2c(=O)oc3ccccc32)cc1 | 0.0%
COc1ccc(CNC(=O)COC(=O)CCN2C(=O)C3CC=CCC3C2=O)cc1OC (stereo not drawn) | 7.4%
Cc1ccc(C)c(N2N=C(C(=O)OCc3nnc(-c4cccs4)o3)CCC2=O)c1 | -6.8%
O=C(CN1C(=O)NC2(CCOc3ccccc32)C1=O)NCCc1ccc(F)cc1 (stereo not drawn) | -5.6%
CCOC(=O)[C@H]1[C@H]2COc3ccc(Cl)cc3[C@@H]2N2C(=O)CN(Cc3ccccc3)C(=O)[C@@]12C | -6.5%
CC[C@]12c3[nH]c4ccc(Cl)cc4c3CCN1C(=O)[C@@H](CC(=O)NCc1ccco1)C[C@@H]2C(=O)N1CCN(C(=O)c2ccco2)CC1 | 7.5%
COc1cc2c(cc1OC)C(c1ccc([N+](=O)[O-])cc1)N(C(C)=O)CC2 (stereo not drawn) | -1.6%
Cc1cc(C)c(S(=O)(=O)N2CCCCC2CCNC(=O)C(=O)NCC2CCCO2)c(C)c1 (stereo not drawn) | -1.3%
CCCN1CCN(C(=O)c2noc3c2COc2ccc(C)cc2-3)CC1 | 12.2%
CS(=O)(=O)N1CCC(C(=O)Nc2ccc(Cl)cc2)CC1 | 61.2%[activator]
CN(C)S(=O)(=O)c1cccc(NC(=O)c2ccc3c(c2)S(=O)(=O)N=C2CCCCCN23)c1 | -5.5%
CC(Oc1ccccc1)C(=O)N1CCC2(CC1)CC(=O)c1ccccc1O2 (stereo not drawn) | 12.2%
Cc1cc(CN2CCN(CC(=O)Nc3cc(C(F)(F)F)ccc3-n3cncn3)CC2)no1 | -0.3%

Carrying on.
Structure | L3MBTL1 inh
CN(CC(=O)Nc1ccccc1Cl)CC(=O)N(C)c1c(N)n(Cc2ccccc2)c(=O)[nH]c1=O | 11.1%
CCN1C(=NCc2cccc(Cl)c2)N[C@@H](c2cccc(F)c2)C(C(=O)OC)=C1C | 0.6%
C[C@@H]1COC(=O)[C@H](NC(=O)OCC2c3ccccc3-c3ccccc32)C/C=C\C[C@@H](CC(=O)N[C@H](CO)Cc2ccccc2)C(=O)N1 | -6.9%
COc1ccc(CNc2nc3ccccc3s2)cc1OC | -4.3%
Cc1csc(NC(=O)C2CCCCC2)n1 | 0.3%
Cc1cccc(C(=O)NCC(=O)OCC(=O)N(C)CC(=O)Nc2ccc(F)cc2)c1 | -0.7%
O=S(=O)(Nc1cc(S(=O)(=O)N2CCOCC2)ccc1NCC1CCCO1)c1ccccc1 (stereo not drawn) | 4.4%
COc1ccc(C(CNC(=O)CCNC(=O)c2ccc(Br)cc2)N2CCOCC2)cc1 (stereo not drawn) | -0.3%
COc1ccc(N2C(=O)CC(N3CCN(S(=O)(=O)c4c(C)cc(C)cc4C)CC3)C2=O)cc1 (stereo not drawn) | -2.4%
COc1ccc(N2CCN(C(=O)CN3C(=O)NC(C)(c4ccc5ccccc5c4)C3=O)CC2)cc1 (stereo not drawn) | -14.0%
CC(=O)NC1C(O)OC(CO)C(O)C1O (stereo not drawn) | -0.1%
COc1ccc(Cl)cc1NC(=O)C(C)Sc1nnc(C2CC2)n1C1CC1 (stereo not drawn) | -5.7%
CN(CC(=O)Nc1ccc(F)c(F)c1F)C(=O)/C=C/c1ccco1 | -17.0%
COc1ccc(NS(=O)(=O)c2cc(NC(=O)c3ccccc3)ccc2N2CCOCC2)cc1 | -4.0%
Cn1cccc1C(=O)NC(=O)COC(=O)c1ccc(S(C)(=O)=O)c([N+](=O)[O-])c1 | 10.5%
Cc1cc(C)cc(NC(=O)COc2coc(CN3CCc4ccccc43)cc2=O)c1 | -19.9%
CC(C)NC(=O)N(C)C[C@H]1Oc2c(NC(=O)Nc3ccc4c(c3)OCO4)cccc2C(=O)N([C@H](C)CO)C[C@@H]1C | -3.7%
COc1ccc(NS(=O)(=O)c2cccc(C(=O)NCC(c3ccccc3OC)N3CCCC3)c2)cc1 (stereo not drawn) | 0.2%
CN(C)S(=O)(=O)c1ccc(N2CCOCC2)c(C(=O)NCc2ccc3c(c2)OCO3)c1 | 3.4%
COC(=O)c1ccccc1S(=O)(=O)N1CCC(C(=O)NCc2ccco2)CC1 | -0.9%

Next part; the last 3 above are carried over.
Structure | L3MBTL1 inh
COc1ccc(NS(=O)(=O)c2cccc(C(=O)NCC(c3ccccc3OC)N3CCCC3)c2)cc1 (stereo not drawn) | 0.2%
CN(C)S(=O)(=O)c1ccc(N2CCOCC2)c(C(=O)NCc2ccc3c(c2)OCO3)c1 | 3.4%
COC(=O)c1ccccc1S(=O)(=O)N1CCC(C(=O)NCc2ccco2)CC1 | -0.9%
COc1ccc(S(=O)(=O)NCCC(=O)OCC(=O)c2ccc[nH]2)cc1[N+](=O)[O-] | -3.1%
COc1ccc(CCCC(=O)NCCc2ccccc2)cc1 | -2.3%
Cc1ccc(N2C(=O)N3[C@H]4c5ccccc5OC[C@@H]4[C@@H](c4ccccc4)[C@@]3(C)C2=O)cc1 | -9.6%
COc1ccc(C(=O)CN2CCN(c3ccc(F)cc3)CC2)cc1 | -1.8%
COc1ccccc1N(CC(=O)N(C)Cc1ccccc1)S(=O)(=O)c1cccs1 | 5.0%
Cc1cc(C(=O)Nc2nncs2)oc1C | -4.3%[2.29 µM]

Screens from PubChem BioAssay.
